Source: PubChem
PKA-R2B act = activates the human PKA-R2B holoenzyme complex; P22694+P31323; PKA-R2B holoenzyme dissociation, Cy5-IP20 fluorescence polarization; R2B truncated from residue 108, S112A mutant; 0% DMSO only, 100% 113 µM cGMP; activation, % at 11.4 µM; 0.079% of 340,000 active;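 active = activation above a cutoff set at the mean over all compounds plus 3 SD, cut at about 18% in these data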;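 note: higher means more holoenzyme dissociation and a rise in polarization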
Target sequence (P31323 whole entry, looked up, other chains not shown, the tested form may be a part): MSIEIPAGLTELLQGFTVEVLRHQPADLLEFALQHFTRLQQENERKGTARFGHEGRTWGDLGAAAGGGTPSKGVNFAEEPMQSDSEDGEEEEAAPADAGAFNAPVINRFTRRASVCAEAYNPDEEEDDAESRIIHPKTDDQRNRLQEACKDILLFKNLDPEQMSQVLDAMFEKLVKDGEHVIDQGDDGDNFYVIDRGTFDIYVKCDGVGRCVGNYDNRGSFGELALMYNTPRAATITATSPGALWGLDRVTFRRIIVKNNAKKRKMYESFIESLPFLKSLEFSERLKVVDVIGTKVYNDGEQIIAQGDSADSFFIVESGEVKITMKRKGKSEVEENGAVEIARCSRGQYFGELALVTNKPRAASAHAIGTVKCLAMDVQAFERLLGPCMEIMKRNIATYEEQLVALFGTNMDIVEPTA
Keap1-Nrf2 PPI = Keap1-Nrf2 (human) interaction inhibition | 0.15% of 340,000 active | Keap1 Kelch-Nrf2 peptide fluorescence polarization, 1536-well | inhibition, % at 9.4 µM | Q14145; in the data active = inhibition above about 12%;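 note: human Keap1 Kelch domain with fluorescein labeled Nrf2 9mer peptide probe; 0% = neutral control wells and 100% = peptide positive control; higher means more block of Keap1 binding to Nrf2 peptide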
Target sequence (Q14145 whole entry, looked up, the tested form may be a part): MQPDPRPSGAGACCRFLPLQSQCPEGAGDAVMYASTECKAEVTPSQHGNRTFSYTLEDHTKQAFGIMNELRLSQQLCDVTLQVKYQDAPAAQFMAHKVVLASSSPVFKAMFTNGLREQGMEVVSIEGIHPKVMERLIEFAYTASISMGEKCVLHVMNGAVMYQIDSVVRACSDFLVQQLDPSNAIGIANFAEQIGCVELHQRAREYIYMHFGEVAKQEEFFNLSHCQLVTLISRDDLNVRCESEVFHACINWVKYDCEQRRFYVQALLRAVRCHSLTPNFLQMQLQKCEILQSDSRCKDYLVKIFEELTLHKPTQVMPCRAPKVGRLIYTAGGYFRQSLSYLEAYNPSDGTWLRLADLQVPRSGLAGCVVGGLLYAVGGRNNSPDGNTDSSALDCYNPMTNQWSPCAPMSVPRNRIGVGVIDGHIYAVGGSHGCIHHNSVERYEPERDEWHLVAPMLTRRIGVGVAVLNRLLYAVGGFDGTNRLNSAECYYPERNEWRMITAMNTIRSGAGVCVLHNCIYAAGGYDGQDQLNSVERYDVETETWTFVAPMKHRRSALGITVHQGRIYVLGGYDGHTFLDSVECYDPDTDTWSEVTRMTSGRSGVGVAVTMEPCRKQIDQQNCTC
NSD2 inh = NSD2 (human) methyltransferase inhibition; inhibition, % at 12.5 µM; O96028; 0.54% of 310,000 active; NSD2 peptide methylation, AlphaScreen, 120 min; AID 743445; in the data active = inhibition above about 50%
SR-BI DiI-HDL act = activators of SR-BI mediated HDL lipid uptake. activation, % at 12.5 µM. 0.096% of 320,000 active. CHO ldlA[mSR-BI] cells, DiI-HDL uptake fluorescence, 3 h; 100 = double the neutral-control signal;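 active = mean replicate activation of at least 60% and every replicate at or above 60%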;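 note: 0% = median plate neutral-control signal and 100% = twice that signal; values of inactives mirror those of a sister screen read the other way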
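Material: SR-BI-overexpressing, LDLR-lacking CHO cells; schedule: compound exposure 3 h, 37 °C; reagent: DiI-labelled HDL at 10 µg/mL final; technique: bottom-read fluorescence, 550/595 nm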
SR-BI HDL uptake = mouse SR-BI HDL lipid transfer inhibition; ldlA[mSR-BI] CHO cells, DiI-HDL uptake fluorescence, 3 h; inhibition, % at 12.5 µM; Q61009; 0.96% of 320,000 active;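 active = mean replicate inhibition of at least 70% and a set share of replicates each scoring 70 or more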;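 note: 0% = median of neutral control wells and 100% = median of positive control wells; values of inactives mirror those of a sister screen read the other way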
C-LANA FP = KSHV C-LANA DNA binding inhibition | MBP-C-LANA/FAM-LBS DNA binding, fluorescence polarization | inhibition, % at 9 µM | AID 504423 | 0.078% of 340,000 active;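 active = highest replicate inhibition at or above 60% at 9 µM, even if other replicates fall short; inactive = all replicates below 60% inhibition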;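 note: 0% = neutral control wells and 100% = 4 µM acridine orange control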
Arrestin-AP2 inh = inhibitors of human beta-arrestin and AP2 interaction; FITC-arrestin peptide / GST-AP2 beads, flow cytometry; AP2 beta2 appendage carries R879A mutation; inhibition, % at 10 µM; 0.31% of 340,000 active; AID 504490;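 active = inhibition above a set limit, near 3 SD of compounds lacking own fluorescence, cut at about 54% in these data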;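 note: plate controls were DMSO wells for no effect and 5 µM unlabelled arrestin peptide for full effect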
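Material – AP2 appendage R879A on GSH beads · Buffer or medium – PBS with 0.05% Tween 20 and 0.1% BSA · Probe or stimulus – fluorescein-tagged arrestin peptide at 50 nM final · Incubation – compound with beads 12 min RT, then probe 1 h RT · Detection – high-throughput flow cytometry of beads, ex 488, em 535 nm · Evaluation – percent response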
PvdQ inh = blocks Pseudomonas aeruginosa PvdQ acylase activity | purified PvdQ acylase, fluorescence plate reader | inhibition, % at 10 µM | 0.063% of 340,000 active; in the data active = inhibition above about 30%, passing the limit was not always enough;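 note: 0% = vehicle neutral wells and 100% = reference inhibitor wells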
DAGLB inh = blocks human DAGLB lipase activity. Q8NCG7. HEK293T DAGLB membrane lysate, EnzChek fluorogenic substrate. inhibition, % at 5.17 µM. 0.059% of 340,000 active. AID 504411; in the data active = inhibition above about 34%;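 note: 0% = enzyme with vehicle and 100% = wells lacking enzyme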
RTF Ca sens inh = cardiac RTF calcium desensitization; IANBD-labeled cardiac RTF, Ca2+ fluorescence; inhibition, % at 7.15 µM; 0.12% of 340,000 active; AID 493244; P19429+P45379;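 active = inhibition above the mean inhibition of all tested compounds plus 3 SD, cut at about 17% in these data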;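 note: assay run at fixed EC70 calcium of 1.6 mM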
An asterisk follows results filed as active; / = not tested or not shown.

nr	Structure	PKA-R2B act	Keap1-Nrf2 PPI	NSD2 inh	SR-BI DiI-HDL act	SR-BI HDL uptake	C-LANA FP	Arrestin-AP2 inh	PvdQ inh	DAGLB inh	RTF Ca sens inh
1	O=C(Cn1cnc2cc([N+](=O)[O-])ccc2c1=O)Nc1ccccc1-c1ccccc1	8	5	1	-14	14	-0.2	-13	-10	-1	-9
2	O=C(OCN1C(=O)c2ccccc2C1=O)c1cccc(S(=O)(=O)N2CCOCC2)c1	-3	1	-1	-3	3	1.5	4	-6	-2	0
3	C=CCN(c1ccc(C(=O)OC)cc1)S(=O)(=O)c1ccccc1	10	-7	-1	10	-10	-1.7	-1	-11	1	-19
4	CCOc1ccccc1OCCCOc1ccc(C)cc1Cl	-8	1	-6	-36	36	-0.9	-2	-11	-19	-4
5	CCOc1cc(/C=N/N=C/c2ccc(O)c(OCC)c2)ccc1O	7	-1	-1	-40	40	1.6	-16	-10	-1	-6
6	O=C(NCC1CCCO1)C1CCCN(S(=O)(=O)c2ccc(Cl)cc2)C1 (stereo not drawn)	6	-1	-5	-5	5	-0.3	0	-17	1	1
7	N/C(=N\OC(=O)c1ccc([N+](=O)[O-])cc1)c1ccccn1	0	1	0	-2	2	-2.4	4	20	1	8
8	Cc1ccc(-c2nnn(CCC(=O)NC3CCCC3)n2)cc1	-4	-1	-2	8	-8	0.1	-1	-4	0	1
9	COc1ccc(CC(=O)Nc2cccc(C)n2)cc1OC	5	-8	-4	9	-9	-1.9	2	-6	0	-9
10	COc1ccccc1NC(=O)Cc1nnc(SCC(=O)NC2CCCCC2)n1C	9	5	-1	6	-6	-1.1	-1	-12	-1	-5
11	N#Cc1cccc(NC(=O)Cc2ccsc2)c1	-8	0	-1	3	-3	-0.1	-8	-1	-2	-7
12	O=c1c2ccccc2nc(SCc2cn3ccsc3n2)n1-c1ccccc1	-4	0	0	-2	2	-2.8	3	-11	0	-10
13	OCc1nc2ccccc2n1Cc1c(F)cccc1Cl	-4	-1	-2	10	-10	-11	-7	-10	-1	8
14	Cc1ccccc1N(CC(=O)N1CCCCCC1)S(C)(=O)=O	-10	1	1	4	-4	1.9	-19	-7	-2	3
15	CC(C)NC(=O)COC(=O)c1cc(Br)ccc1Cl	-5	-3	-4	9	-9	-0.5	-13	-4	2	-6
16	O=C(CN1CCCC1)Nc1ccc(Oc2ccc(NC(=O)CN3CCCC3)cc2)cc1	0	-3	-4	-1	1	-2.6	2	-13	-1	-2
17	CCOC(=O)N1CCN(CCC(=O)Nc2ccccc2)CC1	-8	1	-3	5	-5	-1.2	-4	-3	-6	-2
18	Cc1nn(CCO)c(C)c1Oc1ccccc1O	-3	-1	3	2	-2	-1.0	0	-9	-4	-11
19	COC(=O)c1ccc(-c2nc(CN3CCC(C(=O)N4CCOCC4)CC3)c(C)o2)cc1	-2	-2	/	-5	5	1.1	-17	-20	1	-3
20	COc1ccc(NC(=O)N2CCCCCC2)cc1OC	6	-3	0	20	-20	-0.6	-6	-7	0	-2
21	O=C(Cn1nnc(-c2ccccc2Cl)n1)N1CCN(S(=O)(=O)c2ccc(Cl)cc2)CC1	-3	-1	1	-8	8	1.7	3	-8	-2	-6
22	Cc1ccc(S(=O)(=O)NCCC(=O)Nc2cccc(Cl)c2)cc1	1	-3	1	4	-4	0.4	-5	-10	1	0
23	C/C(CC(=O)NC12CC3CC(CC(C3)C1)C2)=N\NC(=O)c1cnccn1	1	-3	-5	/	/	0.8	1	-16	-1	-18
24	Clc1ccc(-c2noc(CN3CCOCC3)n2)cc1	/	68*	0	14	-14	/	-16	-14	/	/
25	CCOC(=O)C1(C)Oc2ccccc2C(c2ccc(OC)cc2)=C1C(=O)OC (stereo not drawn)	5	0	/	-26	26	0.5	47	1	-8	-5
26	COc1cccc2c1cc1c(=O)n(CC(=O)NCCCc3ccccc3)nc(C)n12	-3	1	/	8	-8	0.4	2	-8	4	-2
27	NC(=O)NCC1CC1	1	1	/	8	-8	0.4	6	-4	1	4
28	Cc1ccc(S(=O)(=O)N(C)c2ccc3c(ncn3C)c2[N+](=O)[O-])cc1	1	5	/	5	-5	1.1	-6	-2	0	6
29	C#CCOCCOCCOCCNc1nc(N2CCN(C(=O)[C@H]([C@@H](C)CC)n3cc(CCCCN)nn3)CC2)nc(N2CCN(C(=O)[C@H](CCCCN)n3cc(CCC(=O)O)nn3)CC2)n1	-3	-6	/	18	-18	1.0	-2	-8	-1	-4
30	CN1CCN(CC(=O)Nc2nc(-c3ccccc3)cs2)CC1	3	-1	1	-2	2	-0.6	-1	-11	2	-5
31	CCOC(=O)c1cc(-c2ccncc2)nc2c1c(C)nn2-c1ccccn1	0	-2	/	-23	23	-7.6	-2	-11	2	-15
32	Brc1ccccc1-c1nnc(CSc2nnnn2-c2ccccc2)o1	-4	-2	-3	-19	19	-1.0	16	20	-4	7
33	Cc1ccc(C2CC(c3cccs3)n3nc(N)nc3N2)cc1 (stereo not drawn)	3	3	-1	4	-4	6.4	28	3	2	2
34	CCCCn1c(-c2cccc(F)c2)nc2c1c(=O)[nH]c(=O)n2CC(C)C	7	3	0	/	/	1.7	-3	-5	-2	-15
35	Cc1nc2c(-c3ccc(F)cc3)c(C)nn2c(C)c1CCC(=O)Nc1ccccc1	6	7	/	-33	33	0.4	36	8	-1	-1
36	COC(=O)c1[nH]c2ccc(Br)cc2c1NC(=O)Oc1ccccc1	1	4	-1	-10	10	-2.0	9	-7	4	1
37	O=C(CSc1nn(-c2ccc(F)cc2)c(=S)s1)NC1CCS(=O)(=O)C1 (stereo not drawn)	3	-1	1	1	-1	2.0	5	-7	0	0
38	C=CCN1C(c2ccccc2)=CS/C1=C(\C#N)c1nnc2n1CCCCC2	-1	5	/	25	-25	0.9	4	-3	-3	0
39	O=C(CSc1ccc(F)cc1)NNC(=O)c1ccccc1Br	-5	-2	-3	14	-14	2.3	3	-9	-1	-3
40	CC1(C)Cc2c(c(-c3ccco3)nc3n[nH]c(N)c23)CO1	5	-5	8	0	0	1.2	0	8	7	3
41	O=C(NCCc1cccs1)C1CC1	5	2	-1	15	-15	0.8	-7	-16	1	1
42	O=C1Nc2ccccc2C1=Nc1ccc(S(=O)(=O)Nc2nccs2)cc1	0	-8	/	38	-38	0.5	8	22	2	4
43	CCCn1c(N)c(C(=O)CSc2nnc(-c3ccco3)n2Cc2ccccc2)c(=O)[nH]c1=O	11	-1	-1	2	-2	1.4	27	4	-3	3
44	CS(=O)(=O)N1CCCC(C(=O)Nc2ccc3c(c2)OCCO3)C1 (stereo not drawn)	-2	2	12	7	-7	0.2	7	-20	-1	7
45	Cc1c(Cl)cccc1NC(=O)Cn1nnc(C(=O)NCc2cccs2)c1N	-5	-5	-3	18	-18	0.5	-6	-10	0	-13
46	CCN1CCN(c2c(Cl)cccc2NC(=O)c2cc3ccccc3o2)CC1	1	0	2	-9	9	0.2	6	-2	-7	0
47	c1ccc(OCCCc2nc(-c3ccncc3)no2)cc1	6	1	-2	16	-16	1.4	7	2	-2	-6
48	CCC1SC(CC)C(=O)N(CC(=O)Nc2ccc3c(c2)OCO3)C1=O (stereo not drawn)	12	0	9	-14	14	-0.6	0	-2	-5	-2
49	O=S(=O)(NCCc1ccc(Cl)cc1)c1cccc2cccnc12	-7	4	-2	-14	14	0.4	-7	-6	-3	-11
50	CCN(c1cccc(C)c1)S(=O)(=O)c1ccc2c(c1)NC(=O)CCS2	-6	0	3	6	-6	0.1	21	6	1	-12
51	CCC(C)(C)NC(=O)C(c1ccccn1)N(C(=O)c1csnn1)c1ccc(C)cc1 (stereo not drawn)	2	-5	1	15	-15	0.2	2	0	-2	-1
52	COc1ccc([C@H]2CC(=O)C=C(c3cc(Br)ccc3OC)C2)cc1	-6	3	/	-28	28	1.4	13	2	-6	-10
53	CCc1nc(SCc2ccc(F)cc2)n[nH]1	-2	2	-3	28	-28	-0.6	-7	-15	-1	-4
54	c1ccc(-c2ccccc2OCCCCN2CCCCC2)cc1	6	1	4	17	-17	0.5	-2	-12	-1	1
55	Cc1[nH]c2ccc(C(=O)N3CCN(Cc4ccccc4)CC3)cc2c1C	-9	-8	19	-17	17	0.0	2	-2	2	-6
56	CN1CC(=O)N(CC(=O)Nc2cccc(S(=O)(=O)N3CCOCC3)c2)C1=O	9	0	-1	11	-11	-0.1	13	-4	0	-8
57	Cc1nnsc1-c1c(C(=O)N2CCOCC2)c(C)nn1-c1ccc(Cl)cc1	2	-6	-3	-10	10	14	-1	-17	0	1
58	CN(c1ccc(C(=O)N2CCN(c3ccc(F)cc3)CC2)cc1)S(C)(=O)=O	-5	-2	-1	-12	12	0.1	2	-12	4	-15
59	CCn1c(C(=O)N2CCCC(C(=O)O)C2)cc2sccc21 (stereo not drawn)	2	-1	-4	-12	12	-0.2	0	-9	-1	-3
60	CCOc1ccc(C2C(C#N)=C(N)N(c3sc4c(c3C#N)CCCC4)C3=C2C(=O)CCC3)cc1 (stereo not drawn)	1	-9	/	-24	24	-3.3	0	-15	4	1

The final two compounds of the part before open the next one.
nr	Structure	PKA-R2B act	Keap1-Nrf2 PPI	NSD2 inh	SR-BI DiI-HDL act	SR-BI HDL uptake	C-LANA FP	Arrestin-AP2 inh	PvdQ inh	DAGLB inh	RTF Ca sens inh
59	CCn1c(C(=O)N2CCCC(C(=O)O)C2)cc2sccc21 (stereo not drawn)	2	-1	-4	-12	12	-0.2	0	-9	-1	-3
60	CCOc1ccc(C2C(C#N)=C(N)N(c3sc4c(c3C#N)CCCC4)C3=C2C(=O)CCC3)cc1 (stereo not drawn)	1	-9	/	-24	24	-3.3	0	-15	4	1
61	COc1cccc(CNC(=O)CCCC(=O)NC(C)CCc2ccccc2)c1 (stereo not drawn)	10	-3	-1	-1	1	-3.5	18	-8	-2	-11
62	CCOC(=O)C1CCN(C(=S)NC2CCCC2)CC1	1	-5	-1	9	-9	0.8	-4	-7	-1	0
63	COc1ccc(C(=O)Nc2ccc(C3(C#N)CCCC3)cc2)cc1OC	-6	-5	-3	-82	82*	-0.6	10	-3	-2	-3
64	CC(C)CCNC(=S)Nc1ccc(Br)cc1	-9	2	37	-50	50	-1.2	5	-7	-5	-5
65	Cc1cc(C)c(OCC(=O)Nc2ccc(S(=O)(=O)N3CCCC3)cc2)c(C)c1	3	-2	2	/	/	-0.9	-9	-2	-3	-5
66	CCOC(=O)c1cccc(NC(=O)c2cc3ccccc3o2)c1	-3	-3	1	-10	10	1.2	17	12	-9	4
67	Cc1noc(C)c1S(=O)(=O)Nc1cc(C(F)(F)F)ccc1N1CCOCC1	-3	5	-2	16	-16	3.0	6	-1	4	-1
68	CC1CCCCN1C(=O)CSc1nnc(-c2cccnc2)o1 (stereo not drawn)	-1	-1	4	/	/	-0.6	20	6	-2	9
69	O=C(OCC(=O)N1CCc2ccccc21)[C@@H]1CCCN1S(=O)(=O)c1ccccc1F	2	-7	2	20	-20	-1.8	7	2	-3	-6

Hits appear at their usual frequency. About 2.1% of those tested had a hit in this group.
